Screening data as filed in PubChem.
F508del corr = F508del CFTR correction, initial screen, CFBE line, single point. activity (quench increase), % at 7.58 µM. actives 0.36% (n = 350,000). CFBE cells, YFP halide quenching; stimulated with forskolin plus potentiator P3; % fluorescence drop versus neutral controls. AID 720511, 2013;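 active = mean added fluorescence quench of at least 8% versus neutral control, with both replicates also reaching 8%; inconclusive = only one of the mean or replicate conditions met; inactive = mean below 8% and not both replicates reaching 8%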;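 note: cells transiently co-express mutant CFTR-F508del with the halide-sensitive YFP; corrector assay measuring rescue of mutant channel to the surface after 24 h compound exposure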
PAX8 reporter = inhibitors of PAX8-driven TPO luciferase reporter, primary screen, RMG-I cells, single concentration; SteadyGlo, 24 h; inhibition, % at 12.6 µM; actives 1.2% (n = 360,000); AID 652154, 2013;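 active = mean replicate inhibition at least 60% with every replicate also reaching 60%; inconclusive = only one of the two criteria is met; inactive = mean below 60% and not all replicates reaching 60%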;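 note: luciferase light reporting Pax8 driven TPO promoter activity; plate controls were median of neutral control wells for no effect and mitoxantrone controls for full effect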
ARNT TACC3 PPI = disruptors of ARNT/TACC3 protein interaction, primary screen, biochemical, AlphaScreen, single concentration; AlphaScreen His-ARNT PAS-B/GST-TACC3 binding, luminescence; TACC3 fragment carries E629A point mutation; inhibition, % at 9.99 µM; actives 0.66% (n = 390,000); AID 623870, 2012;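 active = mean inhibition of replicates at least 50% and at least half of replicates each reaching 50%; inconclusive = half or more replicates reach 50% but mean below 50%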;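 note: 0% = complete ARNT plus TACC3 wells and 100% = ARNT alone without TACC3; many hits fall short of the cut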
EWS-Fli block = EWS/Fli-driven NR0B1 reporter inhibitors, primary screen, A673 cells, NR0B1 luciferase, luminescence, MLPCN library. viability-normalised. inhibition, % at 12.6 µM. actives 0.67% (n = 350,000). AID 651661, 2012;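 active = mean inhibition of at least 50% after viability correction, with every replicate also passing that limit; inconclusive = mean reaches 50% but only one of two replicates passes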;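 note: firefly luciferase signal divided by Alamar Blue viability fluorescence both relative to DMSO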
XiGFP reactiv = activators of inactive X chromosome reactivation, primary screen, imaging, XiGFP fibroblasts, GFP high-content imaging, set 2. activation, % at 7.58 µM. actives 0.055% (n = 360,000). AID 743238, 2013. XiGFP mouse fibroblasts, % GFP-positive cells imaging, 3 d; cells co-treated with 5-aza-dC sensitizer; scaled so ellipticine positive control = 100%;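 active = mean normalized replicate activation at least 10% and every replicate at or above 10%; inconclusive = only one of the two criteria met; inactive = mean below 10% and not all replicates reach 10%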;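 note: 0% = median of on-plate neutral control wells and 100% = ellipticine 6 µM median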
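System: XiGFP fibroblasts, SV40-immortalized. Medium: DMEM plus 5-aza-dC sensitizer. Doses: single point. Timing: 3 d treatment, 15 min room-temperature fixation. Control set: ellipticine 6 µM.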
ERp5 inh = inhibitors of ERp5-driven insulin aggregation, primary screen, biochemical, turbidity, absorbance 650 nm, single point; Protein disulfide-isomerase A6 (Homo sapiens), Q15084; AID 651711, 2012; actives 0.05% (n = 350,000); inhibition, % at 9.99 µM; 90 min;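 active = mean replicate inhibition above about 25%, with every replicate also reaching it, limit read from the data, passing the limit was not always enough; inconclusive = only one of those two criteria met; inactive = neither criterion met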
Target sequence (Q15084 whole entry, looked up): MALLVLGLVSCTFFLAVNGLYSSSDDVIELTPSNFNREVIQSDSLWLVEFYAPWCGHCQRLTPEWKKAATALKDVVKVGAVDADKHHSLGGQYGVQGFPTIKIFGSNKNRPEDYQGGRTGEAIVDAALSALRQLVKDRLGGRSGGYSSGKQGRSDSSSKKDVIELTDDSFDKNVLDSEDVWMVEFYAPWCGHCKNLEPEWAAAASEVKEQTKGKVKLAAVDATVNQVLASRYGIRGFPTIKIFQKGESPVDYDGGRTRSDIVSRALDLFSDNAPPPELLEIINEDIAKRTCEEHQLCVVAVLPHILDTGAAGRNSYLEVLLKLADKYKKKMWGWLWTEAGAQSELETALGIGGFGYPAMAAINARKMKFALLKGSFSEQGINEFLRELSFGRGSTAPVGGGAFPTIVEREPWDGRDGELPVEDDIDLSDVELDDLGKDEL
INS-1E GSIS act = GLuc luminescence reporter in INS-1E cells, primary screen for activators of glucose-dependent secretion of insulin; INS-1E GLuc reporter insulin secretion, 2-3 h; activation, % at 16.6 µM; actives 0.61% (n = 370,000); AID 743287, 2014;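 active = lowest replicate activation of at least 40%, so every replicate reaches that level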;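 note: 0% = median of neutral control wells and 100% = median of IBMX positive control wells; some compounds called inactive have numbers as strong as hits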
DENV2 CPE = inhibitors of DENV2 cytopathic effect, primary screen, cell-based, plate reader, single concentration; DENV2-infected cells, cytopathic effect rescue; CPE inhibition, % at 9.99 µM; actives 1.7% (n = 350,000); in the data active = CPE inhibition above about 20%, passing the limit was not always enough; inconclusive = no clear call, values can overlap the other calls; tested in BHK-21 cells;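 note: 0% = median of neutral control wells and 100% = median of positive control wells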
Numbers without * were called inactive; ? = inconclusive; . = no result given; & = joins results of further samples.

No.	Structure	EWS-Fli block	DENV2 CPE	INS-1E GSIS act	PAX8 reporter	F508del corr	ARNT TACC3 PPI	XiGFP reactiv	ERp5 inh
1	Cc1ccc(NP(=O)(c2ccc(N(C)C)cc2NC(=O)c2cccs2)N2CCOCC2)cc1Cl (stereo not drawn)	.	.	-14	28	.	-30	-0.1	.
2	Cc1ccc(C(=O)N(CC(=O)NC2CCCC2)c2ccccc2Cl)s1	4	6	-4	8	-2.7	-1	0.4	3
3	O=C(C[C@H]1C=C[C@H](NC(=O)CN2CCOCC2)[C@@H](CO)O1)NC1CCCCC1	5	5	-7	-3	2.1	-16	0.1	2
4	CCCC#Cc1ccc2c(c1)O[C@@H](CN(C)C(=O)CC1CC1)[C@H](C)CN([C@H](C)CO)S2(=O)=O	4	-2	-34	.	-4.0	-1	-0.4	-3
5	Cc1ccc(S(=O)(=O)Nc2ccc3c(c2)C(=O)N([C@@H](C)CO)C[C@@H](C)[C@H](CN(C)Cc2ccc(C(=O)O)cc2)O3)cc1	-7	-2	20	-13	5.3	-17	0.0	.
6	Cc1ccc(S(=O)(=O)N(C)CC(=O)N2CCN(Cc3ccccc3)CC2)cc1	-4	10	6	.	3.3	11	-0.1	6
7	Cc1cc(OCC(=O)N[C@@H](Cc2c[nH]c3ccccc23)C(=O)O)c2c(C)c(C)c(=O)oc2c1	5	4	-13	.	-0.3	-16	.	13
8	COc1ccc(-c2noc(N3CCC(C(=O)Nc4ccc(OC)c(OC)c4)CC3)n2)cc1	-7	-3	.	-39	2.4	24	0.1	-2
9	NS(=O)(=O)c1ccc(CCNCc2cc(Br)ccc2OCc2ccccc2)cc1	.	.	-41	19	.	8	-0.1	.
10	CC1CN(C(=O)c2cc(S(=O)(=O)N(C)c3ccc(F)cc3)ccc2Cl)CC(C)O1 (stereo not drawn)	33	18	0	-14	4.3	-1	0.0	3
11	N#Cc1ccc(N2Cc3ccccc3/C2=N/C(=O)Nc2ccc(Cl)cc2)cc1	.	.	-30	30	.	-2	0.1	.
12	COc1cc2cc(NC(C)=O)cc(NCc3ccccc3)c2cc1OC	17	6	-8	8	-2.6	20	0.0	17
13	Cc1[nH][nH]c(=O)c1C(c1ccc(O)c(Br)c1)c1c(C)[nH][nH]c1=O	7	0	-9	16	0.2	33*	0.2	-1
14	O=C(NC(=S)NCc1cccnc1)c1ccccc1[N+](=O)[O-]	4	1	.	-43	.	-6	-0.1	1
15	O=C(Nc1ccccc1-c1ccccc1)c1ccc(=O)[nH]n1	-56	-4	8	-89	-2.1	-5	0.0	-2
16	CN(C)CCN(C)Cc1ccccc1Sc1cccc2ccccc12	6	4	8	27	-4.0	.	0.0	-1
17	Cc1cccc(N2CCN(C(=O)CCCn3c(=O)[nH]c4ccsc4c3=O)CC2C)c1 (stereo not drawn)	-9	-1	4	5	-4.7	1	0.1	2
18	Cc1cc(Br)ccc1NC(=O)CNC(=O)CSc1nccn1C	-6	0	7	7	2.2	0	0.2	0
19	O=C(Oc1ccc(/C=N/NC(=O)c2ccccc2F)cc1)c1ccccc1	-58	0	-3	-66	1.0	2	0.4	1
20	C[C@H]1CN([C@@H](C)CO)C(=O)Cc2cc(NS(C)(=O)=O)ccc2O[C@@H]1CN(C)Cc1ccc(Cl)c(Cl)c1	4&7	-13	-8	6	-1.6&1.0	6&4	0.2&0.0	-4&3
21	COCC(=O)N(C)C[C@@H]1Oc2cc(C#CC(C)(C)O)ccc2S(=O)(=O)N([C@@H](C)CO)C[C@@H]1C	-7	-1	6	.	0.5	-6	0.3	2
22	CCCn1cnnc1CNC(=O)[C@@H](Cc1ccccc1)NC(=O)[C@H]1O[C@@H](n2ccc(=O)[nH]c2=O)[C@H](O)[C@@H]1O	-12	-5	-3	-10	-4.0	.	0.4	2
23	COc1ccc(Cl)cc1Nc1nc(C)nc2c1oc1ccccc12	23	-4	9	7	1.1	.	0.0	2
24	Cc1ccc(S(=O)(=O)NCCc2nnc(SCc3cccnc3)n2C)cc1	2	1	24	-4	-5.1	7	0.0	24
25	COc1ccc(S(=O)(=O)Nc2ccc3c(c2)C(=O)N([C@H](C)CO)C[C@@H](C)[C@@H](CN(C)Cc2ccc(Oc4ccccc4)cc2)O3)cc1	28	?	-13	47	6.6	24	5.2	16
26	O=C(NCCCN1CCOCC1)c1c(-c2ccccc2)sc2ccccc12	-6	-4	12	-11	5.9	-4	-0.1	-1
27	O=C(CSc1nnnn1-c1ccccc1)N1CCNC1=O	.	-1	4	-14	-1.3	19	-0.1	-2
28	CCC(=O)Nc1c(C)n[nH]c1C	.	.	15	-6	.	-3	-0.1	.
29	CCOc1ccc(-n2c(=O)c3c4c(sc3n(CC(=O)NCCCOC)c2=O)CCCCC4)cc1	1	0	24	-9	-1.0	-3	0.0	7
30	COC(=O)c1ccc(N2C(c3cc(OC)cc(OC)c3)=Cc3ccc(OC)cc3C2CC(=O)c2ccco2)cc1 (stereo not drawn)	4	31*	-4	16	2.8	.	-0.1	7

3 compounds from above, sorted by their value in DENV2 CPE, rising.
item | SMILES | DENV2 CPE
19 | O=C(Oc1ccc(/C=N/NC(=O)c2ccccc2F)cc1)c1ccccc1 | 0
7 | Cc1cc(OCC(=O)N[C@@H](Cc2c[nH]c3ccccc23)C(=O)O)c2c(C)c(C)c(=O)oc2c1 | 4
30 | COC(=O)c1ccc(N2C(c3cc(OC)cc(OC)c3)=Cc3ccc(OC)cc3C2CC(=O)c2ccco2)cc1 (stereo not drawn) | 31*

Other records follow.
No.	Structure	EWS-Fli block	DENV2 CPE	INS-1E GSIS act	PAX8 reporter	F508del corr	ARNT TACC3 PPI	XiGFP reactiv	ERp5 inh
31	O=C(CCC(=O)c1cccs1)NC1CCCCCC1	-19	0	2	-35	-0.8	1	0.0	-1
32	Cc1ccc(S(=O)(=O)N2CCN(c3ccccc3)CC2)c(C)c1	0	4	1	3	-1.6	.	0.1	-1
33	C[C@@H]1CN([C@H](C)CO)C(=O)c2cc(C#C[C@@H](C)O)cnc2O[C@H]1CN(C)Cc1ccc(-c2ccccc2)cc1	10	1	4	-4	1.6	1	0.8	-1
34	Cc1ccc2nc(-c3cccc(Br)c3)c(Cc3ccccn3)n2c1	-87	3	-1	-149	-0.6	.	0.1	2
35	C[C@@H](NC(=O)C[C@@H]1C[C@@H]2c3cc(NS(C)(=O)=O)ccc3O[C@@H]2[C@@H](CO)O1)c1ccccc1	-19	12	0	-23	-1.3	-4	0.1	-2
36	CCOc1ccccc1Nc1cc(C)nc2ccccc12	6	10	.	-15	0.0	.	0.3	5
37	CC1(C(=O)NS(=O)(=O)c2ccccc2Cl)CCN1C(=O)Cc1cccs1 (stereo not drawn)	-2	-2	-9	-18	0.2	.	-0.1	5
38	C[C@@H]1CN([C@H](C)CO)C(=O)c2cccc(NS(=O)(=O)c3cccs3)c2O[C@@H]1CN(C)S(=O)(=O)c1ccc(Cl)cc1	0	-4	15	-12	-0.1	.	-1.0	-4
39	Cc1nccn1CC(=O)c1ccc(O)c(O)c1	-3	.	17	-7	2.6	0	0.0	2
40	CC(NC(=O)CN(C)CC(=O)Nc1ccccc1Br)c1ccccc1 (stereo not drawn)	10	2	23	1	-4.5	-2	0.1	7
41	Cc1ccc2nc(NCCC(=O)O)nc(-c3ccccc3)c2c1	7	.	-1	-5	-0.1	.	0.0	3
42	O=C(N[C@H]1CC[C@@H](CCNS(=O)(=O)Cc2ccccc2)O[C@H]1CO)c1cnccn1	-1	-1	7	0	-2.1	5	0.5	5
43	CC(C)NC(=O)Nc1ccc2c(c1)CC(=O)N([C@H](C)CO)C[C@H](C)[C@H](CN(C)Cc1ccc(C(=O)Nc3ccccc3N)cc1)O2	32	-3	32	.	-2.7	.	-0.1	-1
44	O=C(NCc1ccc2c(c1)OCO2)c1ccc(N2CCCCCC2)c([N+](=O)[O-])c1	.	.	-31	-19	.	5	-0.1	.
45	O=C(C[n+]1ccccc1)N/N=C/c1ccc(C(=O)O)cc1	2	1	10	-1	1.1	-2	0.1	-2
46	COc1cc(S(=O)(=O)NCc2ccccc2Cl)ccc1-n1cnnn1	4	1	8	3	0.4	-29	0.3	0
47	O=C(CN1CCOCC1)NCC[C@H]1CC[C@@H](NC(=O)Nc2ccc(Cl)cc2)[C@@H](CO)O1	5	3	2	-13	1.2	.	-0.5	0
48	Cc1cccc(C)c1OCC(=O)Nc1cccc(S(=O)(=O)N2CCCCCC2)c1	-2	?	-11	17	5.1	.	0.4	0
49	COCC(=O)N1C[C@H](C)[C@H](OC)CN(C)C(=O)c2ccc(NC(=O)c3ccccc3)cc2OC[C@H]1C	-5	5	25	.	0.1	-3	0.0	0
50	O=C(NC(c1ccccc1)c1ccccc1)c1ccc(=O)[nH]n1	7	1	-3	5	0.2	.	0.2	-3
51	O=C(CSc1nccn1-c1ccc(Cl)cc1)N1CCCc2ccccc21	10	-3	.	3	.	28	0.1	11
52	CC1(C)NC(=O)N(CC(=O)OCC(=O)c2ccc(F)cc2)C1=O	-7	?	0	-9	-8.3	-12	0.0	0
53	COc1ccc(OCC(=O)N2CCc3ccccc32)c([N+](=O)[O-])c1	-64	11	-2	-48	-1.3	.	0.1	4
54	N/C(=N\OC(=O)Cc1ccccc1[N+](=O)[O-])c1cccnc1	-7	-1	-2	-20	0.7	-2	0.0	-4
55	Cc1ccc(S(=O)(=O)N2C[C@@]3(O)Cn4c(=O)ccc(=O)n4C[C@@]3(OC(=O)NCC3CCCCC3)C2)cc1	-49	0	11	-13	1.0	.	0.2	2
56	Cn1c(SCc2nc3ccccc3[nH]2)nnc1-c1cccs1	-1	.	2	.	-0.1	-2	.	6
57	Cc1cc(NC(=O)C(C)SCC(=O)OC(C)C(=O)Nc2ccc(F)cc2Cl)no1 (stereo not drawn)	-3	1	1	22	-3.5	.	-0.1	-2
58	COC(=O)c1ccc(NC(=O)C[n+]2ccccc2C)cc1	-2	-1	-2	-4	0.8	-8	0.4	2
59	OCC1OC(n2cnc3c(NCc4ccco4)ncnc32)C(O)C1O (stereo not drawn)	76*	0	.	104*	.	1	0.6	2
60	CCOC(=O)c1ccc(S(=O)(=O)n2c(=O)oc3ccccc32)cc1	0	-3	-22	4	-0.3	.	0.3	-4

Record cards, as listed above. Order of values: EWS-Fli block, DENV2 CPE, INS-1E GSIS act, PAX8 reporter, F508del corr, ARNT TACC3 PPI, XiGFP reactiv, ERp5 inh
`O=C(CSc1nccn1-c1ccc(Cl)cc1)N1CCCc2ccccc21` in the list: 10, -3, ., 3, ., 28, 0.1, 11
`COc1cc(S(=O)(=O)NCc2ccccc2Cl)ccc1-n1cnnn1` in the list: 4, 1, 8, 3, 0.4, -29, 0.3, 0
`OCC1OC(n2cnc3c(NCc4ccco4)ncnc32)C(O)C1O` (stereo not drawn) in the list: 76*, 0, ., 104*, ., 1, 0.6, 2

Looked up above.
compound 56 – F508del corr: -0.1
compound 49 – F508del corr: 0.1
compound 9 – INS-1E GSIS act: -41
compound 43 – INS-1E GSIS act: 32
